# NPR1 activator: GC-A (human) enzyme activation; P16066; HEK293 GC-A cells, cGMP TR-FRET, EC30 ANP; 0% at EC30 ANP, 100% saturating ANP; activation, % at 10 µM; 370,000 compounds, 0.14% hits; AID 1671463; in the data active = activation above about 40%
# KLK7 zymogen act: activates the human kallikrein-7 zymogen. P49862. purified proKLK7, EDANS-DABCYL substrate fluorescence; 100% is mature enzyme control, 0% vehicle. activation, % at 7 µM. 370,000 compounds, 0.9% hits;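 active = activation above the mean of all tested compounds plus 3 SD, computed per campaign excluding outliers beyond control limits, cut at about 13% in these data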
# Target sequence (P49862 whole entry, looked up): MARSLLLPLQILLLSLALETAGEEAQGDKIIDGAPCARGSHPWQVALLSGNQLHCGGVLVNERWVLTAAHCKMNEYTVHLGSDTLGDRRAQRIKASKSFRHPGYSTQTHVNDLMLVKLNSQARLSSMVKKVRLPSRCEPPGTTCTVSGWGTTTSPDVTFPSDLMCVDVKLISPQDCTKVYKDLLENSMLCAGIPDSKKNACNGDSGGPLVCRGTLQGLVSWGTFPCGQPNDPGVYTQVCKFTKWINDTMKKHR
# DAX1 inh-1: NR0B1 (DAX1) inhibition. P51843. HEK293 Gal4-DAX1 luciferase reporter, luminescence. inhibition, % at 6.75 µM. 340,000 compounds, 0.99% hits. AID 504766;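 active = inhibition above the mean over all tested compounds plus 3 SD, cut at about 4.2% in these data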;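 also: 0% = DAX1-transfected cells with DMSO and 100% = empty-vector control cells with DMSO; inhibition shows as a rise in luminescence from relieved DAX1 repression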
# Target sequence (P51843 207-470 limits assumed): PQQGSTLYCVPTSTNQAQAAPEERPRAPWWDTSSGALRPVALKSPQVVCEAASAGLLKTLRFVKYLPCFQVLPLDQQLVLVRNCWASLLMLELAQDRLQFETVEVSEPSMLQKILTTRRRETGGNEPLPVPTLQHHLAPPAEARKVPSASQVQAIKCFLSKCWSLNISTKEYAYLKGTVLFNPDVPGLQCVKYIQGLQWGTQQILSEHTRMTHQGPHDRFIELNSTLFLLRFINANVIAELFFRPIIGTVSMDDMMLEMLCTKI
# NPR2 activator: GC-B (human) receptor activation. 370,000 compounds, 0.11% hits. P20594. AID 1920062. activation, % at 10 µM. HEK293-GC-B cells, CNP EC30, cGMP TR-FRET; 0% at EC30 CNP, 100% saturating CNP;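 active = activation at 10 µM reaching about 35% in either raw or pattern-adjusted values, limit read from the data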
# sPLA2-III inh: Blocks human group III sPLA2 activity; AID 743126; QFRET BODIPY PC-A2 liposome hydrolysis, fluorescence; 370,000 compounds, 0.56% hits; inhibition, % at 12.2 µM; Q9NZ20;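 active = inhibition above mean plus 3 SD of compounds lying within the high and low control bounds, cut at about 19% in these data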;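 also: 0% = median of test compound wells and 100% = no enzyme DMSO wells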
# Target sequence (Q9NZ20 whole entry, looked up): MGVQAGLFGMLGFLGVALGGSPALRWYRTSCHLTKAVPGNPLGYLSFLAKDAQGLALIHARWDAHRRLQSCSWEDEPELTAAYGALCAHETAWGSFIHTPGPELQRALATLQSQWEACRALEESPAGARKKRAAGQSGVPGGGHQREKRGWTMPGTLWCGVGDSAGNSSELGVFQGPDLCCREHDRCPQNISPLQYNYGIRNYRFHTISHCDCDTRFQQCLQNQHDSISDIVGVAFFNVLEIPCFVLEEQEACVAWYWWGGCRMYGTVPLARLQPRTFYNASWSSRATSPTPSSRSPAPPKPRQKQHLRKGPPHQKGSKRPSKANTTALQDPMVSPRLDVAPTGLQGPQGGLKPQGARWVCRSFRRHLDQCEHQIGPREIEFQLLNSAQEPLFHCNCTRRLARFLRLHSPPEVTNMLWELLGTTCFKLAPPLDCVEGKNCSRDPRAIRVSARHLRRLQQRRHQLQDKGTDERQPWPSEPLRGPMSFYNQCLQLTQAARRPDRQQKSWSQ
# SMARCA2 activ: increases SMARCA2 function in MMTV reporter cells | 370,000 compounds, 1% hits | activation, % at 9.1 µM | MG213 cells, MMTV-luciferase reporter, dexamethasone, overnight; in the data active = activation above about 7.8%;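 also: 0% = vehicle wells and 100% = reference activator wells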
# hgDAF12 agonist: activates the H. glycines DAF-12 receptor ligand-binding domain; HEK293 GAL4-hgDAF12 UAS-luciferase reporter, agonist luminescence; normalized to butyrate control; activation, % at 6.8 µM; 370,000 compounds, 1.8% hits;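 active = activation above a cutoff set at the mean of all screened compounds plus 3 SD, cut at about 10% in these data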;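 also: 0% = DMSO wells and 100% = sodium butyrate wells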
# hcDAF-12 act: H. contortus DAF-12 activation, primary screen. HEK293 hcDAF-12 lit1-tk-luc reporter, luminescence; 0% DMSO, 100% Δ7-dafachronic acid. activation, % at 6.8 µM. 370,000 compounds, 1.4% hits;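 active = activation above the mean of all tested compounds plus 3 SD, cut at about 5.5% in these data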;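 also: 100% = response to 3 µM Δ7-dafachronic acid high control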
# ssDAF-12 act: S. stercoralis DAF-12 activation, primary screen | HEK293 ssDAF-12/GRIP1 lit1-tk-luc reporter, luminescence; % of 3 µM dafachronic acid response | activation, % at 6.8 µM | 370,000 compounds, 1% hits;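 active = activation above the mean over all tested compounds plus 3 SD, cut at about 0.9% in these data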;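 also: 0% = DMSO-only wells and 100% = 3 µM delta7-dafachronic acid wells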
# DAX1 inh-2: blocks DAX1 repression of SF-1 activated StAR promoter; HEK293T StAR-luciferase reporter, SF-1/DAX-1 repression relief; inhibition, % at 6.8 µM; 370,000 compounds, 1.1% hits; AID 652010;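 active = inhibition above the mean over all tested compounds plus 3 SD, cut at about 3.6% in these data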;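 also: 0% = DAX-1 cells with DMSO and 100% = cells lacking DAX-1 with DMSO; higher inhibition means more luminescence from relief of DAX-1 repression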
# FXN GAA850 act: increases GAA850 frataxin promoter reporter activity; 360,000 compounds, 0.56% hits; activation, % at 6 µM; AID 540364; HEK293 lucGAA850 FXN promoter luciferase reporter, 24 h; percent of 10 µM SAHA response;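 active = activation above the average of all compounds screened plus 3 SD, cutoff fixed separately per campaign, cut at about 7.5% in these data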;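 also: 0% = DMSO wells and 100% = 10 µM SAHA wells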
# * hit, by the source's call; . = not tested or not shown.
# Results follow in this order: ssDAF-12 act, DAX1 inh-2, FXN GAA850 act, NPR2 activator, sPLA2-III inh, KLK7 zymogen act, DAX1 inh-1, hgDAF12 agonist, hcDAF-12 act, SMARCA2 activ, NPR1 activator
> COc1ccc(S(=O)(=O)N2CCCC(C(=O)N3CCOCC3)C2)cc1OC (stereo not given)
    -1.3, 0.1, -0.5, 3.1, 3.7, 0.4, -1.5, 2.6, 0.4, 0.1, 3.5
> Nc1nc(N)nc(-c2cccc([N+](=O)[O-])c2)n1
    -0.4, 0.0, ., -5.1, 1.4, -1.1, ., 1.9, 0.2, -2.9, 1.2
> CCN(CC)C(=O)Cn1c(=O)n(CCCCCC(=O)Nc2ccccc2)c(=O)c2sccc21
    -1.1, 0.0, -0.2, 0.9, 9.4, -0.6, 3.7, -1.1, -0.1, -2.0, 0.3
> COc1ccccc1C(c1nnnn1CC1CCCO1)N1CCN(c2ccccc2)CC1 (stereo not given)
    -0.4, -0.2, 0.8, -1.3, 0.1, -0.3, -1.2, -0.4, -0.2, -3.8, -5.5
> COC(=O)c1ccc(C2/C(=C(/O)c3ccc4c(c3)CC(C)O4)C(=O)C(=O)N2CCN2CCOCC2)cc1 (stereo not given)
    -0.8, -0.6, 0.2, 6.1, -0.3, -0.3, 1.6, 2.3, -2.8, -0.2, -0.1
> Cc1ccnc(NC(=O)CCC2COc3ccccc3O2)c1 (stereo not given)
    -1.4, 0.3, 4.1, -1.8, 0.4, 0.3, -0.1, 2.4, -1.2, 3.4, 0.9
> COc1cc(NS(=O)(=O)c2ccc(NS(=O)(=O)c3ccc(NC(C)=O)cc3)cc2)nc(OC)n1
    -1.7, 0.0, -1.4, -0.2, -3.0, 0.1, -0.4, 3.2, 0.0, -0.3, 0.7
> COc1ccc(/C(CC2(O)C(=O)Nc3ccccc32)=N\O)cc1 (stereo not given)
    -1.1, -0.1, -0.8, 1.1, 3.7, -0.3, 0.0, -0.2, -2.3, 2.6, 3.7
> CN(C)c1nc(NCc2ccccc2)nc(N/N=C/c2cccc(Br)c2)n1
    -0.7, 0.1, 0.8, 1.8, -2.7, -1.0, -0.1, 0.1, -0.8, -3.2, -1.9
> CC12CN3CC(C)(CN(C1)C3c1ccc(Cl)cc1)C2 (stereo not given)
    -0.6, 0.2, 0.6, 2.8, -3.0, 0.8, -0.7, 1.4, 0.4, -5.0, -0.7
> COc1ccccc1NC(=O)CSc1nc(N)c(-c2ccccc2)c(=O)[nH]1
    -1.1, -0.4, 2.3, -1.5, 2.5, -0.4, 0.1, -0.5, -2.4, 0.3, -7.4
> O=C(O)c1ccccc1Nc1ccccc1
    -0.8, -0.5, -1.0, 3.7, -2.8, 0.6, 1.8, 1.2, 0.4, -1.7, 1.9
> CC1(C)OC(=O)N(c2ccccc2)C12C=Cc1cc(Br)ccc1O2 (stereo not given)
    -2.1, -0.7, -1.8, -19.3, -16.7, 0.0, -1.7, -0.9, -0.6, -0.1, -15.6
> Cc1cc2nncn2c2ccccc12
    -1.2, 0.8, 1.4, -12.8, 0.3, -0.1, 2.3, -1.0, -1.5, 0.0, -1.3
> CCCn1c(SCC(=O)c2ccc3c(c2)OCCO3)nc2c1c(=O)n(C)c(=O)n2C
    -0.5, 0.2, 1.2, -2.5, 10.9, 0.3, 0.8, -2.4, -0.5, 0.4, 2.7
> O=C(CSc1nnc2ccccn12)NNC(=O)c1ccc(Cl)cc1
    -1.7, -0.3, 0.9, 0.0, -1.5, 0.2, 1.3, -3.7, 0.1, -2.5, -1.4
> Cc1ccc(NC(=O)CC(NCC2CCCO2)C(=O)O)cc1C (stereo not given)
    -1.1, 0.7, -1.1, -4.4, 11.0, -0.3, -0.9, -0.7, 1.0, -4.0, 2.1
> COc1cc(CNC(C)c2ccccc2)cc(Br)c1OCc1ccc(F)cc1 (stereo not given)
    -1.2, -0.7, -0.6, -6.4, -19.2, 0.4, -1.8, -0.7, -1.2, -2.1, -11.6
> N#Cc1ccc(C(=O)N2CCC3CC2c2cc(-c4ccc(F)cc4)ccc23)cc1 (stereo not given)
    -0.8, 1.9, -0.2, 7.9, 7.4, 0.3, 1.9, -2.2, -1.1, -4.5, 20.2
> COc1ccccc1C(=O)NCCC(=O)N1CCN(C(=O)c2ccco2)CC1
    -0.2, 0.6, -0.6, 5.1, 8.6, 0.9, 1.5, -0.3, -0.5, -0.8, 0.5
> CN(C)/C=N/c1ncc(C(=O)OC(C)(C)C)s1
    -0.3, 1.7, 3.5, 0.1, -4.3, 0.0, 0.7, 3.8, 0.1, 3.0, -1.2
> CCOC(=O)N1CCN(c2nc(-c3ccco3)cc(C(F)(F)F)n2)CC1
    -1.4, -0.7, -1.7, -1.8, 2.5, -1.0, -0.1, -0.8, -1.4, -1.1, 1.2
> O=C1NC[C@@H](Cc2cccc3ccccc23)N(CCCCC2CCCCC2)C1=O
    -0.7, -0.1, 1.2, -0.5, -3.7, 0.6, 2.0, 3.8, -0.7, -1.5, 1.8
> Cc1cccc2c3c([nH]c12)CCN(C)C3
    -0.6, 0.6, 1.1, -2.9, 2.0, 5.4, 0.1, 5.5, 2.7, 0.9, 4.0
> CCC(C)NC(=O)Cn1cccc1C(=O)c1ccccc1 (stereo not given)
    -0.9, 1.4, 0.9, -14.2, -1.2, 0.1, 0.3, 1.9, -0.6, -0.3, -1.7
> COc1ccc(NC(=O)CN(C)C(C)C(=O)NC(=O)NC2CCCCC2)cc1 (stereo not given)
    -0.5, -1.1, -0.5, -0.7, 3.0, -0.5, -0.4, -2.5, -1.6, -1.2, -0.8
> O=C(Nc1nnc(-c2ccc3c(c2)CCCC3)o1)C1COc2ccccc2O1 (stereo not given)
    -1.4, 0.6, 0.4, -2.2, 1.7, 0.5, 0.7, 1.3, -1.0, -0.1, -2.2
> COc1ccc(Cc2nc3ccc(C(=O)N4CCOCC4)cc3o2)cc1
    -0.3, 5.4*, 3.8, 3.9, -7.4, -0.2, 2.4, 9.8, 4.5, 5.5, -1.2
> CCCCNC(=S)N/N=C/C1=CCC2CC1C2(C)C (stereo not given)
    -1.2, -1.2, -1.3, 3.2, -6.0, 0.0, -0.1, 1.8, -1.0, -0.5, -0.3
> COC(=O)Cc1[nH]n(-c2nc3ccccc3s2)c(=O)c1C(C)=Nc1ccc(Cl)cc1
    -1.8, 0.4, -2.3, 5.4, 4.2, -0.5, -1.1, -5.8, 0.7, -5.6, 1.7
> N#Cc1ccccc1N=Cc1ccc(Br)cc1
    -1.0, 0.1, 0.5, 2.1, 2.8, 0.2, -1.2, -0.5, -1.0, 3.5, 2.4
> Nc1nnc(-c2ccc(Cl)cc2)o1
    -0.6, 0.3, 1.4, -1.1, -1.2, 0.3, 0.0, 2.5, 1.1, 0.2, 10.3
> CCc1ccccc1OCC(=O)OCC(=O)N1CC(=O)Nc2ccccc21
    -0.8, 1.2, 1.2, 1.1, 0.1, -0.6, 2.3, -0.3, -1.4, 0.1, 1.2
> CCCCOc1c(Br)cc(CNCCCN2CCOCC2)cc1OC
    -0.8, 0.9, 0.6, -2.8, -9.8, 0.0, 0.2, -0.2, -0.9, -1.4, -1.1
> CCCCNCCOCCOc1ccc(C)cc1[N+](=O)[O-]
    -1.8, 0.9, -0.4, -3.7, 4.4, -0.1, -1.0, 2.8, 0.4, -0.1, -3.4
> CCN(CC(=O)Nc1c(F)cccc1F)C(=O)c1cnccn1
    -0.8, 1.2, -0.9, 1.4, 11.3, -0.5, 1.2, 0.5, 0.6, -1.9, 2.6
> COc1cc(N/N=C/c2ccc(N(C)C)cc2)ncn1
    0.9, 10.4*, 2.2, -9.5, 8.8, -3.5, -2.4, 11.8*, 11.4*, 3.3, -13.6
> O=C(NC1CCCCC1)c1ccc(Br)o1
    -0.7, 0.0, 2.0, 0.8, 3.9, -0.3, 1.6, 2.1, 1.2, -2.8, 3.5
> Cc1ccc(S(=O)(=O)NC(=O)c2cc(C)n(-c3ccccc3)c2C)cc1
    -1.1, 1.0, 0.6, 2.1, -6.6, 0.2, 0.3, -3.0, 0.4, 1.3, 2.8
> COc1cc(NC(=S)NC(C)(C)C)c(OC)cc1Cl
    -1.0, -0.2, 1.9, -0.3, 7.3, -0.2, 2.2, -0.3, 1.2, -3.4, -5.8
> CCOc1ccc2oc(C(=O)N(CC)CC(=O)Nc3ccc(NC(C)=O)cc3)c(C)c2c1
    -1.4, -2.1, 2.2, -6.5, -9.5, 0.3, 0.3, 1.0, -1.7, -0.8, -4.2
> CCN1C(=O)[C@H]2[C@H]3CN=C(SCC(=O)c4ccccc4)N3[C@@](CC)(C(=O)OC)[C@H]2C1=O
    -1.1, 0.8, -0.7, 5.4, 3.5, -0.9, 0.2, 1.6, -1.0, -5.7, -3.3
> CC1CCN(CCCNC(=O)c2ccc3c(Cl)c4c(nc3c2)CCCC4)CC1
    -1.2, 1.5, -0.1, -11.1, -18.3, 0.5, -1.5, 6.4, -0.8, -4.8, 0.3
> Cc1ccc(N2CC(C(=O)Nc3nnc(SCC(=O)N4CCOCC4)s3)CC2=O)cc1 (stereo not given)
    -0.7, 0.9, -0.5, -1.3, 7.9, 0.3, 0.2, -2.0, 0.1, -1.6, 3.7
> O=C(Nc1ccccc1C(=O)N/N=C/c1ccc(F)cc1)c1ccccc1Br
    -1.2, 0.3, 1.4, 1.4, -4.2, 0.5, 0.2, 3.8, -0.6, 0.8, -4.5
> Cc1ccc(C)c(S(=O)(=O)N2CCN(C(=O)CCNC(=O)c3ccc(Br)cc3)CC2)c1
    -1.5, 0.9, 0.3, -2.3, -23.0, -0.5, -0.8, -2.5, -0.9, -2.1, -9.3
> CC(C)COc1ccc(CNC(=S)NCc2ccccc2)cc1
    -1.6, -0.4, -0.7, 3.8, -20.5, 0.5, 0.4, 0.4, -0.7, -1.7, 4.7
> O=C(c1ccc(S(=O)(=O)c2ccccc2Cl)c([N+](=O)[O-])c1)N1CCCCCC1
    -0.8, -1.7, -0.4, 2.1, -3.7, 0.8, -2.0, -4.9, -0.7, -4.2, 2.0
> COC(OC)c1ccnc(-c2ccc(OC(=O)c3cccs3)cc2)n1
    -0.8, 0.8, -0.2, -5.5, -1.8, -0.4, 0.1, 3.4, -0.5, -2.4, 5.5
> O=C(C1CCCCC1)N1C[C@H](n2cc(C3CC3)nn2)[C@@H](O)C[C@@H]1c1ccc(Cl)cc1
    -1.3, 0.6, -0.7, 1.4, 6.2, 1.2, 0.8, 1.5, -1.4, -4.5, 1.8
> CCc1ccc(NC(=O)C/C(C)=N/NC(=O)COc2ccccc2C)cc1
    -0.9, 0.3, 1.7, -2.8, -21.1, -0.5, -0.2, 1.9, 1.5, 2.0, -1.6
> CCc1nc2ccccc2c(C(=O)OCC(=O)NCCCN2CCCC2=O)c1C
    -1.0, 0.2, -1.4, -4.0, -1.2, 0.2, 0.7, -0.7, 0.1, -2.2, -1.2
> Cc1ccc(C(=O)NC2CCN(C(=O)Nc3ccccc3)CC2)cc1
    -0.8, -0.7, 0.6, 2.0, 13.8, 0.2, 0.2, 1.0, -2.0, 2.2, 1.3
> O=C(c1cccc(S(=O)(=O)Nc2ccc(F)cc2)c1)N1CCC1
    -1.4, 1.7, 1.3, 1.9, -1.7, 0.1, -0.4, -1.2, -1.1, -2.0, -4.5

# Compound activity: PubChem, several laboratories
